Bioassay records from PubChem.
phage Ecoli inh: E. coli growth loss with phage present; growth absorbance; inhibition, % at 11.9 µM; actives 0.26% (n = 360,000); AID 651602; in the data active = inhibition above about 11%
SR-BI DiI inh: mouse SR-BI HDL lipid transfer inhibition | Q61009 | ldlA[mSR-BI] CHO cells, DiI-HDL uptake fluorescence, 3 h | inhibition, % at 12.5 µM | actives 0.96% (n = 320,000) | AID 488896;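 active = mean replicate inhibition of at least 70% and a set share of replicates each scoring 70 or more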;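 note: 0% = median of neutral control wells and 100% = median of positive control wells; values of inactives mirror those of a sister screen read the other way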
Target sequence (Q61009 whole entry, looked up): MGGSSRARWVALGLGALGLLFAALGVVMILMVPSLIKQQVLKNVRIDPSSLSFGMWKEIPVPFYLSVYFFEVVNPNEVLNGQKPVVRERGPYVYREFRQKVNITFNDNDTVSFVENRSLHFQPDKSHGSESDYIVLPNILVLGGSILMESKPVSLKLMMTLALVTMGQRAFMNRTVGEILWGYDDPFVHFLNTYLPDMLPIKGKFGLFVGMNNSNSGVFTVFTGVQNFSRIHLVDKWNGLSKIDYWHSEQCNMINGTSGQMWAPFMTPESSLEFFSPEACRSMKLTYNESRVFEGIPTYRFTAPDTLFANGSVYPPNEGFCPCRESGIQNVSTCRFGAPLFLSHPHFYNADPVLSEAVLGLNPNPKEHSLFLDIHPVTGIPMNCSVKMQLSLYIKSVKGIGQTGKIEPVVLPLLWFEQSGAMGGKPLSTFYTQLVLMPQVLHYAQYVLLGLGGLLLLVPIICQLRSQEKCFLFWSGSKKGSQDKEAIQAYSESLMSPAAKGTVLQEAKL
Wnt act: activates Wnt/beta-catenin signaling in a reporter cell assay; actives 1.2% (n = 300,000); activator, plate reader; activation, % at 9.35 µM; in the data active = activation above about 30%, passing the limit was not always enough;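 note: 0% = neutral control wells and 100% = positive control wells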
CAL PDZ FP-1: blocks peptide binding to the human CAL PDZ domain | Q9HD26 | purified CAL PDZ, TMR-peptide fluorescence polarization, 1 h | inhibition, % at 24.9 µM | actives 0.92% (n = 300,000) | AID 602252;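 active = mean inhibition of at least 30% with at least half of replicates also reaching 30%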;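 note: 0% = DMSO neutral control and 100% = excess unlabeled competitor peptide PRC23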
SR-BI DiI-HDL act: SR-BI HDL lipid transfer activation; CHO ldlA[mSR-BI] cells, DiI-HDL uptake fluorescence, 3 h; 100 = double the neutral-control signal; activation, % at 12.5 µM; actives 0.096% (n = 320,000); AID 504775;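 active = mean replicate activation of at least 60% and every replicate at or above 60%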;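 note: 0% = median plate neutral-control signal and 100% = twice that signal; values of inactives mirror those of a sister screen read the other way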
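System: LDL receptor-deficient CHO ldlA cells overexpressing murine SR-BI | Timing: 3 h uptake period with compound, 37 °C | Medium: HEPES-buffered (25 mM, pH 7.4) F12 plus 0.5% BSA | Dosing: Single-point compound dose | Signal: Bottom-read fluorescence, 550/595 nm | Read-out: Retained DiI signal reflecting DiI-HDL uptake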
MITF TRPM1 HTS: increases MITF-driven TRPM1 promoter luciferase signal. SK-MEL-5 TRPM1-promoter luciferase, 24 h; % of positive control, neutral wells = 0. activation, % at 12.5 µM. actives 0.75% (n = 300,000). AID 588334;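 active = mean activation of at least 80% with every replicate also reaching 80%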;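 note: 0% = neutral control wells and 100% = parthenolide positive control wells; values of inactives mirror those of a sister screen read the other way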
Tat transport: inhibitors of E. coli Tat protein transport; E. coli MC4100 TorA-mCherry Tat export, fluorescence; actives 0.036% (n = 340,000); inhibition, % at 10 µM;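 active = mean replicate inhibition at least 50% and at least half of replicates individually reaching 50%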;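 note: exported cargo escapes ClpAP degradation while cytoplasmic cargo is degraded and loses fluorescence; 0% = median of neutral control wells and 100% = median of NaSCN control wells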
AddAB inh: less growth of phage-infected E. coli with AddAB | E. coli expressing H. pylori AddAB, absorbance growth | inhibition, % at 11.9 µM | actives 0.29% (n = 330,000); in the data active = inhibition above about 12%;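 note: 0% = vehicle wells of infected cells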
E coli growth: bacterial growth inhibition, counter-screen for AddAB inhibitors | AID 449728 | E. coli V3065 growth, OD600 absorbance, 18 h | actives 0.27% (n = 330,000) | inhibition, % at 11.9 µM;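 active = inhibition above the campaign's mean inhibition across all tested compounds plus 3 SD, cut at about 9.9% in these data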;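 note: uninfected addAB+ strain grown without phage in ampicillin broth; 0% = DMSO wells and 100% = ciprofloxacin 0.95 µg/ml wells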
CAL PDZ FP-2: inhibitors of human CAL PDZ peptide binding | Q9HD26 | purified CAL PDZ, TMR-peptide fluorescence polarization, 1 h | inhibition, % at 20 µM | actives 0.02% (n = 330,000) | AID 504414;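 active = highest replicate inhibition of at least 40%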;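 note: plate controls were DMSO neutral control wells for no effect and unlabeled competitor peptide control wells for full effect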
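Material – purified CerCALP PDZ construct · Detection – FP readout, S and P plane fluorescence · Measure – percent inhibition from loss of millipolarization · Controls – unlabelled peptide for full inhibition, DMSO wells as neutral · Probe or stimulus – TMR-labelled reporter peptide T*-PRC34 bound in PDZ groove · Times – 1 h at RT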
Starred values were filed as active, the others as inactive; nt = no result given.

SMILES	phage Ecoli inh	SR-BI DiI inh	Wnt act	CAL PDZ FP-1	SR-BI DiI-HDL act	MITF TRPM1 HTS	Tat transport	AddAB inh	E coli growth	CAL PDZ FP-2
CCCCCCCNC(=O)C1(CC2CC(c3cccc(Br)c3)=NO2)CCN(C(=O)C2(C)CC2)CC1 (centres undefined)	3.0	-13	-3	-1	13	0	7	1.1	1.5	-1.2
CC1CCN(S(=O)(=O)c2cccc(C(=O)N(C)C3CCS(=O)(=O)C3)c2)CC1 (centres undefined)	4.1	5	2	-2	-5	3	-1	2.7	1.2	-0.9
O=C(Nc1ccc(Cl)cc1)N1CCc2[nH]c3ccccc3c2C1	2.9	2	nt	-13	-2	1	0	6.2	2.7	0.2
CC(C)C(c1nnnn1Cc1ccc(F)cc1)N1CCSCC1 (centres undefined)	0.8	7	-2	-1	-7	11	1	1.2	-1.0	-1.7
CC(Sc1nnc(C2CC2)n1C1CC1)C(=O)Nc1cccc(S(=O)(=O)N(C)C)c1 (centres undefined)	3.2	2	10	nt	-2	-7	8	1.7	3.5	0.2
CCc1ccc(-n2cc(-c3ccc([N+](=O)[O-])cc3)[nH]c2=S)cc1	0.7	14	0	1	-14	4	5	-1.3	-0.3	-3.4
CCc1ccc2c(c1)C1(SC(NC(C)=O)=NN1C(C)=O)C(=O)N2CC (centres undefined)	3.5	-5	1	-5	5	-10	4	-0.5	-1.3	4.0
Cc1ccc(C(=O)NC2CCS(=O)(=O)C2)cc1S(=O)(=O)N1CCCCC1 (centres undefined)	0.5	-9	nt	1	9	5	-2	-2.2	-0.8	0.4
CCOC(=O)c1ccccc1NC(=O)C1CC(=O)N(c2ccccc2)C1 (centres undefined)	5.9	9	-2	0	-9	4	1	3.0	0.4	-1.6
Cc1sc2nc(SCC(=O)C(C)(C)C)n(Cc3ccco3)c(=O)c2c1C	-1.7	32	-17	-5	-32	-23	-3	-0.8	1.8	12
COc1ccccc1C(=O)NCCC(=O)NCc1cccnc1	-0.1	-2	-1	-5	2	-8	3	-0.3	-1.1	-0.9
CCS(=O)(=O)c1nc(S(=O)(=O)c2ccc(Cl)cc2)c(N2CCC3(CC2)OCCO3)s1	0.3	0	-1	-1	0	-7	3	1.5	0.8	-0.5
Cc1ccc(NC(=O)CSc2n[nH]c(-c3cccnc3)n2)cc1Cl	2.2	-1	1	3	1	-2	3	2.6	-2.7	-2.4
Cc1ccc(C)c(NC(=O)c2ccc3nccnc3c2)c1	0.1	-22	1	1	22	22	1	0.7	-1.1	-1.0
NS(=O)(=O)c1ccc(NC(=O)COC(=O)CN2C(=O)C3CC=CCC3C2=O)cc1 (centres undefined)	0.0	0	2	nt	0	-4	-2	1.2	-2.3	0.7
CCN(CC)c1ccc(Nc2cc3n(c(=O)n2)CCc2cc(OC)c(OC)cc2-3)cc1	-1.4	17	3	nt	-17	4	5	-3.0	-3.6	3.2
CC12COC3(C(N)=O)CC1CCC32C (centres undefined)	0.6	-21	nt	1	21	-9	-3	1.1	-2.3	-2.0
Cc1ccccc1N(C)S(=O)(=O)c1ccc2[nH]cc(C(=O)NCC3CCCO3)c(=O)c2c1 (centres undefined)	nt	0	-1	nt	0	-6	3	-0.3	-1.3	-2.8
O=C(COC(=O)Cc1ccc([N+](=O)[O-])cc1)NCc1ccc2c(c1)OCO2	2.7	-3	0	nt	3	3	-21	-0.9	2.2	-0.2
Cc1ccc(C(=O)NCC(=O)N2CCCCCC2)cc1	1.2	-1	9	-3	1	49	5	2.4	-0.1	-1.4
O=C(CC1CCC1)Nc1cccc2c([N+](=O)[O-])cccc12	-2.1	nt	-2	nt	nt	nt	nt	2.4	-1.9	nt
CCOC(=O)c1ccc(N2Cc3ccccc3C2=NC(=O)c2cccs2)cc1	-0.1	-6	21	-7	6	112*	22	nt	nt	-1.8
CC(Sc1nc(N2CCOCC2)nc(N2CCOCC2)n1)C(=O)Nc1ccccc1 (centres undefined)	2.3	-2	-2	-1	2	nt	4	1.9	0.5	-1.8
CCOc1ncccc1C(=O)OCC(=O)c1ccccc1Br	0.6	nt	0	-1	nt	13	8	3.0	0.2	-1.2
CN(C(=O)c1ccc2c(=O)n3c(nc2c1)CCCCC3)c1ccccc1F	4.7	8	-2	nt	-8	-2	-4	-1.2	-2.6	0.2
CSc1nsc(SC)c1C(=O)NCCNS(=O)(=O)c1ccc(C)cc1	1.8	-15	nt	0	15	-3	-3	-0.5	-0.1	nt
Cc1ccc(C)c(OCCC(=O)NCCc2ccc(S(N)(=O)=O)cc2)c1	2.0	-9	0	-2	9	0	-6	4.4	3.3	-0.2
CCOC(=O)[C@@H]1[C@H]2COc3ccccc3[C@@H]2N2C(=O)N(c3ccccc3)C(=O)[C@@]12C	nt	-2	nt	1	2	6	2	3.1	0.3	0.0
Cc1ccc(C(=O)CCC(=O)N2CCC(C(N)=O)CC2)s1	-0.8	-37	2	-8	37	-3	-5	1.6	-2.6	0.0
O=C(c1ccco1)N1CCN(S(=O)(=O)c2c(Cl)cccc2Cl)CC1	0.9	-4	-2	0	4	-6	7	-3.4	-1.9	0.0
O=C(O)C[C@H]1c2ccccc2S(=O)(=O)N1c1ccccc1	1.2	-2	1	-3	2	1	-2	1.9	0.0	0.2
CCOC(=O)N1CCC(NC(=O)CN2C(=O)CSc3nc(C)cc(C)c32)CC1	-0.1	-20	0	nt	20	0	27	3.1	-0.3	-1.3
CC(C)CCOc1ccc(C(=O)NNC(=O)CNC(=O)c2ccccc2F)cc1	0.2	-3	-3	nt	3	0	-14	-0.2	-2.4	-0.2
CCCCOC(=O)c1nc[nH]c1C(=O)OCCCC	3.2	-15	-1	-5	15	15	-2	5.2	1.9	-2.0
O=C(NCC1(c2ccccc2)CCCC1)c1ccc(Br)cc1	3.0	-12	nt	0	12	1	-1	1.9	1.9	-0.6
NC(=O)c1ccc(N2CCCC2)nc1	-0.8	0	4	-4	0	-7	1	nt	nt	0.8
CCCCN(C(=O)c1ccc(N2CCCC2=O)cc1)c1c(N)n(Cc2ccccc2)c(=O)[nH]c1=O	0.7	-2	0	1	2	-3	-1	1.0	3.5	0.8
CC(C)(C)c1cc(C(=O)N/N=C/c2ccncc2)n[nH]1	2.7	-18	2	-2	18	4	4	2.2	3.7	-2.1
COc1ccc(N2CCN(C(=O)CSc3nnnn3-c3ccc4c(c3)OCCO4)CC2)cc1	2.5	nt	-2	-4	nt	-9	-8	-1.3	-3.5	-4.1
Cc1nnc(N(C)C(=O)c2ccc3c(c2)OCO3)s1	2.1	3	6	-2	-3	10	-1	0.4	-1.2	-0.6

Continued, starting with the last 2 of the part before.
SMILES	phage Ecoli inh	SR-BI DiI inh	Wnt act	CAL PDZ FP-1	SR-BI DiI-HDL act	MITF TRPM1 HTS	Tat transport	AddAB inh	E coli growth	CAL PDZ FP-2
COc1ccc(N2CCN(C(=O)CSc3nnnn3-c3ccc4c(c3)OCCO4)CC2)cc1	2.5	nt	-2	-4	nt	-9	-8	-1.3	-3.5	-4.1
Cc1nnc(N(C)C(=O)c2ccc3c(c2)OCO3)s1	2.1	3	6	-2	-3	10	-1	0.4	-1.2	-0.6
O=C(Nc1ccccc1)Nc1ccc2c(c1)CCC2	6.2	0	1	0	0	73	-8	nt	nt	-1.4
CCN1CCN(Cc2nc3c(c(=O)[nH]c(=O)n3C)n2Cc2ccccc2Cl)CC1	1.9	-18	2	6	18	8	1	2.2	1.8	0.2
COc1cc(/C=C(/C#N)c2nc3ccccc3c(=O)[nH]2)ccc1O	2.0	-1	3	0	1	-10	16	2.1	3.2	-0.5
C=CCNC(=O)/C(=C\c1ccc(Br)cc1)NC(=O)c1ccccc1OC	2.2	14	nt	2	-14	-7	0	3.0	0.2	-3.4
COC(=O)N/N=C/c1ccc(-c2ccc(C)c(Cl)c2)o1	4.8	-2	3	-5	2	34	0	-0.3	2.2	-2.6
COc1ccc(C(=O)C(C)[n+]2ccc(-c3nnc4n3CCCCC4)cc2)cc1 (centres undefined)	1.2	nt	-5	nt	nt	nt	nt	1.3	2.0	nt
CCOCCn1c(N2CCN(c3ccc(OC)cc3)CC2)nc2c1c(=O)n(C)c(=O)n2C	5.0	45	nt	-2	-45	9	-21	0.9	1.0	nt
O=C1c2ccccc2C(=O)c2c(/C=C/N3CCCCC3)ccnc21	-0.4	-14	-9	0	14	-95	-3	nt	nt	13
C[n+]1ccccc1COc1ccc(C(C)(C)C)cc1	4.5	4	-6	-2	-4	-1	-4	1.5	1.8	-0.7
COc1ccc(Cl)cc1C(=O)NNC(=S)NC(=O)c1ccc(F)c(F)c1	nt	3	nt	-5	-3	-31	6	-5.0	-6.4	0.8
COc1cc(-c2cc(C(=O)Nc3ccc(N4CCOCC4)cc3)c3ccccc3n2)cc(OC)c1OC	4.1	90*	-4	-5	-90	-3	-7	-0.1	-2.5	-1.0
COCc1cc(C)[nH]c(=O)c1C(=O)NC12CC3CC(CC(C3)C1)C2	1.5	-24	4	-2	24	-4	-7	-0.1	1.3	-3.7
CC(C)C(=O)Nc1cccc(NC(=O)c2cccc([N+](=O)[O-])c2)c1	1.8	22	-2	-6	-22	nt	-2	1.3	2.4	0.5
COC(=O)c1sccc1NC(=O)c1ccccc1[N+](=O)[O-]	0.8	-31	-2	0	31	-3	13	2.0	0.9	-1.2
CN=c1scc(-c2ccccc2F)n1/N=C/c1ccc(O)c(O)c1O	10	12	-7	-2	-12	-86	19	nt	nt	11
CCCCN(C(=O)c1ccc([N+](=O)[O-])o1)c1c(N)n(CCCC)c(=O)[nH]c1=O	5.8	-26	2	-1	26	-18	7	0.2	0.8	-0.9
O=C(CCCc1c[nH]c2ccccc12)NCc1ccc2c(c1)OCO2	1.2	0	-2	-2	0	nt	-1	2.4	-0.9	0.0
CCOC(=O)N1CCN(S(=O)(=O)c2ccc(F)c(C(=O)Nc3ccc(C)c(Cl)c3)c2)CC1	0.9	28	2	0	-28	2	2	1.5	-0.9	-1.4
C/C(=N\Nc1nc2ccccc2[nH]1)c1ccc(N2CCOCC2)cc1	-3.1	2	7	1	-2	55	5	-2.2	-3.1	2.8
c1cc(-c2nnn(CCOCCn3nnc(-c4ccncc4)n3)n2)ccn1	1.5	7	-2	-1	-7	-9	-3	1.6	0.7	-1.1
Cc1ccc(C(=O)OCC(=O)Nc2sc3c(c2C#N)CCC3)cc1	1.5	12	-2	-5	-12	15	0	-0.5	-3.0	-0.3
CCOC(=O)c1ccc2nc(CCC(=O)N[C@H](C(=O)OC)C(C)C)c(=O)n(CC)c2c1	1.6	nt	-1	0	nt	-1	-1	0.0	-1.9	-1.8
CCN(CCCNC(=O)CSc1cc(=O)n(C)c2cc(Cl)ccc12)Cc1ccccc1	2.1	41	0	-5	-41	-2	-2	2.0	0.9	-2.2
COc1nc(-c2ccccc2)ncc1S(=O)(=O)c1ccccc1	3.2	16	-1	nt	-16	-6	0	2.1	1.9	-0.5

The order is random; any-hit rate near 3.6%.
